Assay outcomes as filed in PubChem.
Rin1 Abl inh = inhibitors of human Rin1-Abl protein interaction; P00519+Q13671; TR-FRET Rin1/Abl binding, biochemical; inhibition, % at 7.35 µM; actives 0.4% (n = 360,000); in the data active = inhibition above about 5%, passing the limit was not always enough
MT1-MMP act inh = MT1-MMP (human) activation inhibition | P50281 | HT1080 RFP-PRO-GFP cells, GFP/RFP ratio fluorescence, overnight; percent of plate control window, DMSO zero | GFP/RFP ratio change, % at 20 µM | actives 0.061% (n = 360,000);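 active = GFP/RFP ratio change of at least 30% with cell ATP level not reduced by more than half and red fluorescence within 50% of control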; note: strong numbers were not always called active
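Read-out: GFP/RFP fluorescence ratio; Test system: RFP-PRO-GFP reporter HT1080 cells; Compound dosing: single-point 20 µM compound, 1% DMSO; Times: overnight compound exposure at 37 °C.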
PABP1 MLLE inh = inhibitors of microRNA-mediated deadenylation, human PABP1 MLLE binding | GST-MLLE / FITC-PAM2 fluorescence polarization | inhibition, % at 20 µM | actives 0.36% (n = 360,000) | AID 588489; in the data active = inhibition above about 35%, passing the limit was not always enough;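 note: plate controls were DMSO wells with GST-MLLE for no effect and wells lacking GST-MLLE protein for full effect; some results filed as inactive read as strong as hits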
Rpn11 block = Rpn11 (human) deubiquitinase inhibition; O00487; human 26S proteasome, Ub4-pepOG fluorescence polarization; 20S core pre-blocked with epoxomicin; calls only at 20 µM; actives 0.59% (n = 360,000);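 active = inhibition at 20 µM, scaled to each plate's controls, above about 33%, limit read from the data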
Neddyl block = cullin neddylation inhibition; P61081+Q13564; TR-FRET cullin neddylation, biochemical; calls only at 25 µM; actives 0.58% (n = 360,000); AID 651699; in the data active = inhibition above about 36%
CSN deneddyl inh = blocks human CSN-mediated cullin deneddylation. Purified CSN, SCF-Nedd8-OG deneddylation, fluorescence polarization. Q92905. inhibition, % at 12.5 µM. actives 0.38% (n = 360,000);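 active = pattern-corrected inhibition above about 35%, with an unprinted fluorescence ratio check between 0.5 and 1.5, limit read from the data, passing the limit was not always enough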;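 note: 0% = enzyme with substrate and 100% = substrate without enzyme; some results filed as inactive read as strong as hits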
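Assay system: purified human Csn5 enzyme expressed in HEK293T cells; measure: % inhibition; also added: SCFSkp2-Nedd8OG substrate at 10 nM final; technique: fluorescence polarization; times: reaction 90 min, room temperature; medium: Tris buffer pH 7.5, NaCl, DTT, Tween-20, trehalose, ovalbumin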
SKN-1 block = C. elegans SKN-1 inhibition; actives 0.49% (n = 360,000); inhibition, % at 21.8 µM; C. elegans VP596 Pgst-4::GFP/RFP ratio, acrylamide-induced, 24 h;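 active = interference check ratio from 0.5 to 1.5 plus GFP to RFP signal ratio inhibition reaching or exceeding a fixed threshold, cut at about 30% in these data, passing the limit was not always enough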; note: some compounds called inactive have numbers as strong as hits
FAS-TE inh = blocks the thioesterase domain of human fatty acid synthase. P49327. recombinant FAS-TE, OMFH fluorogenic substrate, fluorescence endpoint. inhibition, % at 15 µM. actives 0.67% (n = 360,000);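 active = compounds whose normalised, plate-corrected inhibition of enzyme fluorescence in the single-dose primary screen is 50% or more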;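 note: 0% = DMSO with enzyme and 100% = substrate without enzyme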
NadD block = inhibitors of Staphylococcus aureus NadD; purified NadD enzyme, colorimetric absorbance read-out; AID 602399; inhibition, % at 20 µM; actives 0.78% (n = 360,000); in the data active = inhibition above about 26%; note: some compounds past the cut are filed as inactive
An asterisk follows results filed as active; i = inactive; nt = not tested or not shown. Rows are unselected; about 3.9% have a hit in one of these screens.

Start of the data: the first 4 entries as a preview:
SMILES	Rin1 Abl inh	MT1-MMP act inh	PABP1 MLLE inh	Rpn11 block	Neddyl block	CSN deneddyl inh	SKN-1 block	FAS-TE inh	NadD block
O=C(CN1C(=O)c2cccc([N+](=O)[O-])c2C1=O)OCC(=O)N1CCCCC1	2	nt	13	i	i	-6	-5	-1	1
COc1ccc(-c2csc(NC(=O)C(CC(=O)O)N3CCOCC3)n2)cc1 (stereo not drawn)	2	5	9	i	i	-1	-10	-7	2
COC(=O)c1[nH]c2ccccc2c1CN1CCOCC1	5	-3	-7	i	i	-1	6	-2	0
CCc1ccc(NC(=O)c2cc(C(C)C)on2)cc1	-3	4	-4	i	i	-6	8	13	3

Results, repeating the preview:
SMILES	Rin1 Abl inh	MT1-MMP act inh	PABP1 MLLE inh	Rpn11 block	Neddyl block	CSN deneddyl inh	SKN-1 block	FAS-TE inh	NadD block
O=C(CN1C(=O)c2cccc([N+](=O)[O-])c2C1=O)OCC(=O)N1CCCCC1	2	nt	13	i	i	-6	-5	-1	1
COc1ccc(-c2csc(NC(=O)C(CC(=O)O)N3CCOCC3)n2)cc1 (stereo not drawn)	2	5	9	i	i	-1	-10	-7	2
COC(=O)c1[nH]c2ccccc2c1CN1CCOCC1	5	-3	-7	i	i	-1	6	-2	0
CCc1ccc(NC(=O)c2cc(C(C)C)on2)cc1	-3	4	-4	i	i	-6	8	13	3
O=C(NCC#CCOCc1ccccc1)c1ccccc1	-1	-2	-5	i	i	5	3	-5	1
COc1ccc(Cn2cc(C(=O)O)c(=O)c3ccccc32)cc1	6	8	-7	i	i	-16	2	2	-3
COCCCNC(=S)NNC(=O)c1cccnc1	-1	9	10	i	i	2	3	-9	4
O=C(CC(c1ccccc1)c1ccccc1)NCC(O)c1ccc([N+](=O)[O-])cc1 (stereo not drawn)	0	-1	-3	i	i	1	1	50*	3
Cc1ccc(C)c(NC(=O)c2cc(-c3ccccc3O)n[nH]2)c1	1	2	-1	i	i	7	4	-3	2
N#Cc1ccccc1NC(=S)NC(=O)c1cccs1	1	-2	22	i	i	8	7	1	-3
O=C1CC(NS(=O)(=O)c2cc(F)ccc2F)CN1c1ccc2c(c1)OCCO2 (stereo not drawn)	0	-3	2	i	i	0	22	-3	-4
O=C(Nc1nccs1)c1cccc2ccccc12	-1	0	3	i	i	-1	-5	1	-6
CN(C(=O)COC(=O)COc1ccc2c(c1)CCC2)c1c(N)n(Cc2ccccc2)c(=O)[nH]c1=O	0	2	-16	i	i	0	-4	-3	3
Cc1ccn2c(CNCC3OCCc4ccccc43)c(C(=O)N3CCCCCC3)nc2c1 (stereo not drawn)	3	-3	4	i	i	10	2	0	-1
COc1cccc(NC(=O)Nc2nnc(-c3ccccc3SCc3ccccc3)s2)c1	-2	3	-12	i	i	-5	7	-7	17
O=C(NC(=S)Nc1ccccc1Br)c1cccnc1	5	-1	31	i	i	1	-1	-1	7
Cc1ccc(Nc2ncnc3c2cnn3C)c(C)c1	1	-2	7	i	i	5	6	-4	1
COc1cc(NC(=O)COc2cc(C)cc3oc(=O)c(C)c(C)c23)cc(OC)c1OC	-2	6	-5	i	i	-5	-8	-5	-17
Cc1ccccc1-c1nc2ccccc2c(=O)o1	1	0	-3	i	i	0	9	34	-8
COC(=O)C1CCN(C(=O)Cn2nnc(-c3cccc(F)c3)n2)CC1	1	9	-6	i	i	-2	-11	2	-8
CC1CN(C(=O)Cn2c(=O)oc3ccccc32)CC(C)O1 (stereo not drawn)	0	-6	-4	i	i	-1	-8	-5	-6
O=C(CSc1n[nH]c(-c2ccncc2)n1)c1ccccc1	-5	-5	-3	i	i	0	11	-7	1
Cc1cc(NC(=O)CCC(=O)N(Cc2ccco2)C(C(=O)NC2CCCC2)c2ccccc2C)no1 (stereo not drawn)	1	-6	5	i	i	3	-2	2	1
CCOc1ccc(OCC(=O)N(CCC2=CCCCC2)c2c(N)n(Cc3ccccc3)c(=O)[nH]c2=O)cc1	2	0	-5	i	i	0	2	-3	2
O=C(Cc1cccc(C(F)(F)F)c1)Nc1ccccc1N1CCCC1	0	-4	-7	i	i	4	11	13	0
O=C(OCC(=O)N1CCc2ccccc21)[C@@H]1CC(O)CN1S(=O)(=O)c1ccc(Cl)cc1 (stereo partly drawn)	3	-2	6	i	i	-5	10	3	1
COC(=O)c1[nH]c2cccc(OC)c2c1NC(=O)CCN1CC(C)CC(C)C1 (stereo not drawn)	0	-2	-3	i	nt	-6	7	-6	-2
CC[C@@H](C)C(C(=O)N1CCN(C(=O)OC(C)(C)C)CC1)n1cc(-c2cn([C@@H](C)C(=O)N3CCN(C(=O)OC(C)(C)C)CC3)nn2)nn1 (stereo partly drawn)	4	-2	9	i	i	14	6	-4	1
O=C(Nc1ccccn1)c1ccc(Cl)c([N+](=O)[O-])c1	0	-1	2	i	i	-11	2	4	-2
CC(C)Oc1cc(O)c2c(=O)c(-c3ccc(O)cc3)coc2c1	-4	-1	-12	i	i	0	15	11	-6

Single records (already shown). Order of values: Rin1 Abl inh	MT1-MMP act inh	PABP1 MLLE inh	Rpn11 block	Neddyl block	CSN deneddyl inh	SKN-1 block	FAS-TE inh	NadD block
O=C(OCC(=O)N1CCc2ccccc21)[C@@H]1CC(O)CN1S(=O)(=O)c1ccc(Cl)cc1 (stereo partly drawn) across the screens: 3	-2	6	i	i	-5	10	3	1
O=C(CSc1n[nH]c(-c2ccncc2)n1)c1ccccc1 across the screens: -5	-5	-3	i	i	0	11	-7	1
O=C(Nc1ccccn1)c1ccc(Cl)c([N+](=O)[O-])c1 across the screens: 0	-1	2	i	i	-11	2	4	-2

(more compounds)
SMILES	Rin1 Abl inh	MT1-MMP act inh	PABP1 MLLE inh	Rpn11 block	Neddyl block	CSN deneddyl inh	SKN-1 block	FAS-TE inh	NadD block
COc1ccc(-c2cc(C(F)(F)F)n3nc(C(=O)N4CCOCC4)c(Cl)c3n2)cc1	1	5	-9	i	i	-1	9	5	-2
CC(C)(C)NC(=O)c1sccc1C(=O)O	-1	0	1	i	i	4	-8	-7	-3
Cn1cccc1C(=O)NCC(c1ccco1)N1CCCCC1 (stereo not drawn)	3	1	8	i	i	-1	-8	-11	-1
CNc1nc(C)c(C(=O)OCC(=O)OC)s1	1	1	1	i	i	5	2	-7	-1
Clc1ccccc1/C=N/NC1=Nc2cccc3cccc1c23	1	-70	12	i	i	6	16	2	16
COc1ccc(OC)c(/C=C/C(=O)Nc2ccc(OC)nc2)c1	0	3	5	i	i	-5	-19	-2	-1
CN1/C(=C\C(=O)C[n+]2cccc(Br)c2)C(C)(C)c2ccccc21	0	-3	15	i	i	1	7	-2	-2
CC(C)[C@H]1COCCS(=O)(=O)N1Cc1ccccc1-c1ccc(C(C)(C)C)cc1	0	-5	-9	i	i	0	12	16	-3
COc1ccc(C(=O)Nc2cccc(-c3nc4ncccc4o3)c2C)cc1	-2	1	-1	i	i	1	8	-8	-3
CCN1CCN(S(=O)(=O)c2ccc(Cl)c(C(=O)NC3CCC(C)CC3)c2)CC1 (stereo not drawn)	1	0	1	i	i	3	9	-6	5
CCC(CC)NCCOC(=O)c1ccc([N+](=O)[O-])cc1	2	-1	4	i	i	-1	13	-5	-4
CCC(CC)C(=O)Nc1cccc(C(=O)Nc2nnc(C)s2)c1	2	4	-9	i	i	-2	-15	-10	1
CC(C)OCC1CC(CC(=O)Nc2ccc([N+](=O)[O-])cc2)C(=O)O1 (stereo not drawn)	1	-4	0	i	i	0	6	1	-1
O=C1CN(C(=O)/C=C/c2ccccc2)CCN1	4	7	6	i	i	3	-20	-5	-5
O=C(Oc1ccc(Cl)cc1)N1CCOCC1	0	1	2	i	i	1	4	-8	1
CCCS(=O)(=O)NC(=O)C1(C)CCN(C(=O)c2cccc(OC(F)(F)F)c2)C1 (stereo not drawn)	-1	4	1	i	i	6	-8	-6	-1
COCCN1C(=O)N(c2cccc(C)c2)C(=O)C1CC(=O)Nc1cc(OC)cc(OC)c1 (stereo not drawn)	0	0	7	i	i	4	0	-7	1
COC(=O)C[C@@H]1CC[C@H](NS(=O)(=O)c2ccccc2F)[C@@H](CO)O1	nt	2	nt	nt	i	-2	2	nt	nt
Cc1cccc(N2C(=O)CC(Sc3nccc(C)n3)C2=O)c1 (stereo not drawn)	2	6	20	i	i	5	7	-7	-7
COc1ccc(-c2nc(CS(=O)(=O)CC(=O)NCCCc3ccccc3)c(C)o2)cc1	1	2	-2	i	i	-3	15	4	-3
CCOC(=O)C1=NNC(C(=O)c2ccccc2)C1c1ccc(C)cc1 (stereo not drawn)	0	0	7	i	i	-1	4	13	-1
COc1ccc(OC)c(N(C)S(=O)(=O)c2cc3c(cc2C)NC(=O)CO3)c1	1	-3	-10	i	i	1	12	0	-5
COc1ccc(OC)c2c1cc(C(=O)N[C@@H](Cc1ccccc1)C(=O)O)n2C	2	7	-6	i	nt	3	-2	1	-2
CC(C)Cc1nc(C#N)c(N2CCC(C(N)=O)CC2)o1	1	2	5	i	i	-5	0	-14	1
C/C(=N/OCc1ccc(Br)cc1)c1ccccn1	-2	0	-9	i	i	3	54*	16	3
COc1cc(-c2cc(C(=O)OCC(=O)NC3CC3)c3ccccc3n2)cc(OC)c1OC	-2	8	6	i	i	0	-9	6	1
Cc1ccccc1C(=O)Nc1ccccc1C(=O)N/N=C\c1ccco1	4	-2	9	i	i	-1	10	1	-2
CC(C)(C)c1nc(SCC(=O)NCc2ccco2)c2ccccc2n1	-10	-11	21	i	i	-1	-17	1	2
CC(=O)Nc1ccc(Nc2nc3ccccc3n3cnnc23)cc1	-2	-2	-16	i	i	-6	-1	-2	2
O=C(CNS(=O)(=O)c1ccc(Br)cc1)N1CCN(c2ccc(F)cc2)CC1	-2	7	17	i	i	-5	-3	8	1
CCC(C)(NC(=O)c1ccc(=O)[nH]c1)C(=O)NC1CCCC1 (stereo not drawn)	-2	-1	3	i	i	1	-2	-8	-3
Cc1oc(-c2ccccc2F)nc1CS(=O)(=O)CC(=O)NCCCN1CCc2ccccc2C1	-2	-1	-19	i	i	1	-7	-4	-6
CCOc1ccc(CN(C)C(=O)c2cc3ccccc3o2)cc1OC	3	-2	10	i	i	1	4	-2	-2
COc1ccccc1NC(=O)COC(=O)c1ccc2c(=O)n3c(nc2c1)CCC3	-5	4	0	i	i	-2	-4	-9	7
O=C(c1ccco1)N1CCN(C(=O)c2ccc(Cn3cc(Br)cn3)o2)CC1	6	-6	15	i	i	1	0	-2	4
C=CCNc1cnn(-c2ccc(C)cc2)c(=O)c1Cl	-1	5	-3	i	i	5	-4	-6	-9
Cc1cccnc1CCNC(=O)CCc1nnc(-c2ccccc2)o1	0	1	3	i	i	-7	-2	-8	0
CC(C)(Oc1ccc(Cl)cc1)C(=O)OCc1nc2ccsc2c(=O)[nH]1	-2	1	6	i	i	-4	-6	-2	-4
CC(=O)C1=C(C)Nc2ncnn2C1c1ccc(C)cc1 (stereo not drawn)	2	-2	-7	i	i	1	0	-4	-8
Cc1cc(C)cc(OCC(=O)OCC(=O)NCc2cccs2)c1	1	4	-4	i	i	0	3	-6	-1
CCOC(=O)Cc1csc(NC(=O)CSc2nnc(-c3ccc(F)cc3)o2)n1	3	0	-7	i	i	0	7	-6	-2
COc1ccccc1N1CC(C)(C)C(=O)N(C(=O)c2ccc(C)cc2)C1=S	0	18	-4	i	i	7	1	23	-3
